From PubChem
Shiga inhibitor = blocks Shiga toxin action in Vero cells. Vero cells, Shiga toxin protein synthesis inhibition reporter. inhibition, % at 38.7 µM. hit rate 9.2% among 290,000. AID 2315; in the data active = inhibition mostly above about 28%, no sharp cut-off; inactive = mostly below about 43%; note: 0% is about no effect
Giardia FBPA inh = blocks Giardia fructose-bisphosphate aldolase activity; A8B2U2; purified Giardia FBPA; Potency, µM (titrated, usually from 59.6 µM), for the others: at the highest dose activity, negative = inhibition, actives largely listed as inhibitors; hit rate 0.71% among 290,000; note: potency is the fitted concentration of half-maximal effect; % is set by controls: 0 for no effect and ±100 for the full control effect; nearly all actives have a fitted effect of over 55% in size
Target sequence (A8B2U2 whole entry, looked up): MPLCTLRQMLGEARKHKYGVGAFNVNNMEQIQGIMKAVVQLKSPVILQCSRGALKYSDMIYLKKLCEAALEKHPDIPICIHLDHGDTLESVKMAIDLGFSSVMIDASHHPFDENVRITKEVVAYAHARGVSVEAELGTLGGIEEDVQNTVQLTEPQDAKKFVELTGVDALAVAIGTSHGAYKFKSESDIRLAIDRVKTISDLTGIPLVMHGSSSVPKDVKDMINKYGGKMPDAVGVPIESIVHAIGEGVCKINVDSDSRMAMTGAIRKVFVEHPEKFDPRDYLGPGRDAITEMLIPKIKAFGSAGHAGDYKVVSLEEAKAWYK
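40 nM FBPA preincubated 10 min at RT with compound (up to 57.5 uM final), then substrate plus GAPDH/TPI/NAD/arsenate coupling and diaphorase/resazurin added. Fluorescence read after 20 min at RT, 525/598 nm.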
Pf growth 96h = P. falciparum growth inhibition at 96 hour, primary screen for plastid delayed-death inhibitors. P. falciparum luciferase reporter growth, 96 h. Potency, µM (doses to about 28.7 µM), for the others: at the highest dose activity change, negative = inhibition, hits mostly inhibitors. hit rate 6.9% among 320,000. AID 504834; note: potency is the fitted concentration of half-maximal effect; % is set by controls: 0 for no effect and ±100 for the full control effect
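Two parasite generations (96 h, 37 C, 5% CO2) of compound exposure in infected erythrocytes (0.05% parasitemia, 2% hematocrit). Luciferase-reporter P. falciparum; decreased luminescence indicates inhibited growth, aimed at apicoplast-acting delayed death.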
CHX counter = counter-screen hit for Shiga toxin inhibitors, cycloheximide; max response, %; hit rate 12% among 300,000; cell reporter, cycloheximide protein synthesis inhibition counterscreen; AID 2314; in the data active = max response mostly above about 13%, no sharp cut-off; inactive = mostly below about 14%; note: read at 38.3 µM for the half of the compounds with a filed dose; 0% is about no effect
HCV inh = blocks hepatitis C virus; Huh7.5.1 HCVcc-Cre infection, luciferase reporter, 44 h; Potency, µM (top dose mostly 41.8 µM), inactives show top-dose activity change, negative = inhibition, hits mostly inhibitors; hit rate 3.4% among 340,000; AID 651820; note: potency is the fitted concentration of half-maximal effect; % is set by controls: 0 for no effect and ±100 for the full control effect
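Whole-lifecycle infectious HCVcc-Cre system; cells 1,000/well, compound then virus (~0.5 moi) added 4 h after plating, 44 h culture. Luciferase read 15 sec following 15 min substrate incubation, room temp.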
Pf growth 48h = P. falciparum growth inhibition at 48 hours (one generation). Potency, µM (top dose mostly 28.7 µM), without a hit: at the highest dose activity change, negative = inhibition, usual class: inhibitors. P. falciparum luciferase growth in erythrocytes, 48 h. hit rate 5.9% among 310,000; note: potency is the fitted concentration of half-maximal effect; % is set by controls: 0 for no effect and ±100 for the full control effect
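Luciferase-expressing P. falciparum in infected erythrocytes (2% hematocrit, 0.1% parasitemia final) in RPMI 1640/0.5% Albumax were exposed to compound for 48 hours at 37 C, 5% CO2; growth read as luminescence.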
Starred values were filed as active, the others as inactive; ? = inconclusive; . = no result given; & = joins results of further samples; ! = repeats disagree; [ ] = dose if it differs, or a comment. Unless noted, calls come from the whole dose curve; as a rule, active = well fitted curve in the direction sought with a large enough effect; inconclusive = small, poorly fitted or top-dose-only effect, or another doubt; inactive = no such curve, though single readings can be large; an effect the other way counts as inactive or inconclusive.

Values in the order – Shiga inhibitor | Giardia FBPA inh | Pf growth 96h | CHX counter | HCV inh | Pf growth 48h
1: O=C1Nc2c(ccc(Cl)c2Cl)C(=O)C1(F)c1ccccc1 (stereo not drawn)
    5 | 1% | -15% | 4 | -14% | ?
2: CC(C)(C)c1ccc(/C=C(\C#N)C(=O)NCCN2CCOCC2)cc1
    -8 | 1% | 5% | 7 | ? | ?
3: Cc1ccc(Cn2nnnc2CN2CCC(n3nnc4ccccc43)CC2)cc1
    -4 | ? | -3% | -5 | ? | .
4: O=C(O)C1CC=C(Cl)CC1C(=O)NCC1OCCc2ccccc21 (stereo not drawn)
    -20 | 1% | 6% | 1 | -6% | 23%
5: CCOc1ccc(-c2nnc(SCc3nnc(-c4ccccc4)o3)n2-c2ccccc2F)cc1
    52 | -25% | -24% | 20* | ? | .
6: Cc1cc(C)c(S(=O)(=O)NCC(=O)NCc2ccco2)c(C)c1
    -6 | 4% | 24% | -5 | 3% | -9%
7: CCc1ccc(C(=O)Cn2ccsc2=N)cc1
    91* | -12% | -18% | 54* | -8% | 6%
8: CCOC(=O)C1=C(C)N(CCCCCC(=O)O)C(=O)NC1c1ccccc1OC(=O)c1cccs1 (stereo not drawn)
    -6 | 5% | ? | -4 | 28% | -1%
9: CCCSc1nsc(NC(=O)Nc2ccc(F)cc2F)n1
    36* | -18% | ? | 23* | 10µM* | ?
10: Cc1ccc(S(=O)(=O)NCCC(=O)NCC(c2ccc(F)cc2)N2CCOCC2)cc1 (stereo not drawn)
    . | . | 32%[activator] | . | 6% | ?
11: O=C(c1ccc(CS(=O)c2cccc(Cl)c2)o1)N1CCCCCC1 (stereo not drawn)
    36 | . | ? | 4 | ? | 5%
12: CCOC(=O)C1=C(C)NC2=C(C(=O)C(C(=O)OCC)C(c3ccco3)C2)C1c1ccccn1 (stereo not drawn)
    -17 | -9% | -3% | 1 | -2% | -25%
13: CNc1cc(Cl)nc(SC)n1
    18 | 2% | ? | 1 | 0% | 23%
14: COc1ccc(NC(=S)N(CCN2CCOCC2)Cc2cc3cc4c(cc3[nH]c2=O)OCO4)cc1
    -4 | -14% | 9% | -2 | . | -5%
15: Cc1cccc2cc(CN(CC3CCCO3)C(=O)c3cccs3)c(=O)[nH]c12 (stereo not drawn)
    29 | 13% | 4% | -3 | -4% | -11%
16: Clc1ccc(OCCOCCN2CCc3ccccc3C2)c(Cl)c1
    -10 | -13% | 13% | -1 | ? | ?
17: CN(C)c1ccc(/C=C(/NC(=O)c2ccccc2)C(=O)N2CCCC2)cc1
    -13 | -5% | 7% | -3 | 35%[activator] | 15%
18: CC1(C)Cc2c(sc3[nH]c(=S)n(Cc4ccco4)c(=O)c23)CO1
    11 | 3% | 2.6µM* | 17 | 13% | -7%
19: Cc1ccc(N2CCN(S(=O)(=O)c3ccc4c(c3)n(C)c(=O)c(=O)n4C)CC2C)cc1 (stereo not drawn)
    -5 | -1% | ? | -2 | 22% | 2%
20: Cc1ccc(NC(=O)CN2C(=O)N/C(=C/c3cccn3-c3ccc(C(=O)O)cc3)C2=O)cc1
    -14 | -7% | 14% | -2 | -2% | 3%

Given field by field: entries from further up.
10) Cc1ccc(S(=O)(=O)NCCC(=O)NCC(c2ccc(F)cc2)N2CCOCC2)cc1 (stereo not drawn)
- Shiga inhibitor = .
- Giardia FBPA inh = .
- Pf growth 96h = 32%[activator]
- CHX counter = .
- HCV inh = 6%
- Pf growth 48h = ?
4) O=C(O)C1CC=C(Cl)CC1C(=O)NCC1OCCc2ccccc21 (stereo not drawn)
- Shiga inhibitor = -20
- Giardia FBPA inh = 1%
- Pf growth 96h = 6%
- CHX counter = 1
- HCV inh = -6%
- Pf growth 48h = 23%
7) CCc1ccc(C(=O)Cn2ccsc2=N)cc1
- Shiga inhibitor = 91*
- Giardia FBPA inh = -12%
- Pf growth 96h = -18%
- CHX counter = 54*
- HCV inh = -8%
- Pf growth 48h = 6%
11) O=C(c1ccc(CS(=O)c2cccc(Cl)c2)o1)N1CCCCCC1 (stereo not drawn)
- Shiga inhibitor = 36
- Giardia FBPA inh = .
- Pf growth 96h = ?
- CHX counter = 4
- HCV inh = ?
- Pf growth 48h = 5%

Next section:
Values in the order – Shiga inhibitor | Giardia FBPA inh | Pf growth 96h | CHX counter | HCV inh | Pf growth 48h
21: CC[C@@H](C)C(N)c1cn([C@@H](CCC(=O)O)C(=O)N2CCNCC2)nn1 (stereo partly drawn)
    -3 | -7% | 7% | -3 | 41%[activator] | 10%
22: Cc1[nH]c2ccccc2c1C(=O)CN1C(=O)NC(C)(c2ccc(Cl)cc2Cl)C1=O (stereo not drawn)
    7 | 7% | ? | -4 | ? | ?
23: O=C(c1ccccc1)c1cn(CC(=O)N2CCOCC2)c2ccccc12
    9 | 0% | 6% | 3 | 8%&1% | 11%
24: O=C(N/N=C/c1ccc(O)cc1)c1ccc(COc2cc(Cl)ccc2Cl)o1
    -15 | 4% | 2% | 6 | ? | ?
25: O=C(NCc1ccc(F)cc1)C1CCN(S(=O)(=O)c2cccnc2)CC1
    4 | -2% | ? | -4 | -5% | 10%
26: O=C(O)CC(C(=O)O)N1C(=O)/C(=C/C=C/c2ccco2)SC1=S (stereo not drawn)
    -10 | ? | 41%[activator] | -2 | 0% | 38%[activator]
27: Cc1cc(C)c(C(=O)COC(=O)c2cc([N+](=O)[O-])ccc2NCCO)cc1C
    -7 | -3% | ? | 1 | ? | -12%
28: CCOC(=O)CNC(=O)CSc1ccc2nnc(-c3ccc(F)cc3)n2n1
    -4 | -1% | ? | -3 | 5% | -23%
29: O=C(COC(=O)c1ccc(Br)o1)NCc1cccs1
    31 | 3% | 63%[activator] | 11 | 17% | .
30: Cc1ccc(C)c(CN2C(=O)NC3(CCCCCC3)C2=O)c1
    -2 | -5% | -19% | -8 | 4% | 11%
31: O=[N+]([O-])c1cc(NCCO)c(N2CCCCCC2)c2nonc12
    2 | -3% | ? | -2 | -4% | .
32: COc1ccccc1CCC(=O)N(C)CC(=O)Nc1ccc(Cl)c(C(F)(F)F)c1
    5 | . | ? | -3 | . | -21%
33: CCOc1ccc(NC(=O)C2CC(=O)N(Cc3ccco3)C2)cc1 (stereo not drawn)
    . | . | -2% | . | -9% | -6%
34: Cc1nc(C)c(-c2ccc(SCc3ccccc3F)nn2)s1
    119* | 2% | 27% | 33* | -24% | 55%[activator]
35: Cc1ccsc1CNC1C2CC3CC(C2)CC1C3 (stereo not drawn)
    13 | -7% | 2% | 3 | 1% | -6%
36: CCOC(=O)C1=C(N)OC2=C(C(=O)CCC2)C1c1ccccc1OCC (stereo not drawn)
    18 | 8% | . | -1 | -2% | -2%
37: CCCn1nc(NC(=O)c2cccs2)c2cc3ccc(C)cc3nc21
    -1 | -16% | ? | -1 | 14µM* | 2.9µM*
38: Fc1ccccc1Nc1nc2ccccc2o1
    97* | 3% | 156%[activator] | 45* | -2% | 369%[activator]
39: CCc1ccc(CNC(=O)CCn2ccc3cc(S(=O)(=O)N4CCCC4)ccc32)cc1
    12 | 0% | -25% | -3 | ? | ?
40: N#Cc1c(NC(=O)CSc2ncn[nH]2)sc2c1CCCCC2
    -35 | 8% | . | -8 | ? | 9.3µM*
41: CCCCn1c(N)c(N(CCOC)C(=O)CN(C)S(=O)(=O)c2ccc(F)cc2)c(=O)[nH]c1=O
    . | . | 2% | . | 39%[activator] | 25%
42: COc1ccc(CN2CC(C(=O)NCCc3ccc(Cl)cc3)CC2=O)cc1 (stereo not drawn)
    -12 | 6% | ? | -3 | -18% | 12%
43: CC(=O)NNC(=S)Nc1cccc(F)c1
    9 | -14% | 45%[activator] | -4 | 4% | 66%[activator]
44: O=C(CN1CCN(c2ccc(Cl)cc2)CC1)N1CCCC1
    -3 | -2% | -29% | 7 | 0% | .
45: CCOc1ccc(CC(=O)NNC(=S)NC)cc1
    -2 | -4% | 24% | -1 | -3% | 21%
46: CCCCN(CCCC)C(=O)c1ccccc1NC(=O)CN1C(=O)c2ccccc2C1=O
    -21 | 11% | 32%[activator] | -1 | 11% | 17%
47: O=C(O)c1ccc2c(=O)[nH]c(CCl)nc2c1
    -5 | -20% | 13µM* | 0 | 14% | ?
48: C[C@]12CCC(=O)C=C1CC[C@@H]1[C@@H]2[C@@H](O)C[C@@]2(C)[C@H]1CC[C@]2(O)C(=O)COC(=O)CCC(=O)O
    3&-8 | -10%&1%&4% | 12µM*! | 1&-1 | -4%[8.37 µM] | 13µM*!
49: NC(=O)CSc1nnnn1-c1ccc(OC(F)(F)F)cc1
    14 | 0% | 0.19µM* | -1 | 19% | 6%
50: CCCCCn1c(=O)[nH]c2cc(C(=O)NCCc3ccc(OC)c(OC)c3)ccc2c1=O
    -7 | 3% | ? | -3 | -6% | .
51: Cc1ccc(C(=O)N2CCC(n3nccc3NC(=O)Nc3cccc(F)c3)CC2)cn1
    -8 | . | 0% | -4 | -7% | 8%
52: Cc1cccnc1CCNCc1c(C(=O)N2C[C@@H](C)O[C@@H](C)C2)nc2ccc(Cl)cn12
    -8 | . | -5% | 6 | -6% | 10µM*
53: CNc1ccccc1C(=O)OC
    21 | 1% | 46%[activator] | -2 | 13% | 31%[activator]
54: COc1ccc(Cl)cc1NC(=O)CN(C)C1CCCCC1
    15 | -2% | ? | 2 | ? | ?
55: CCCSC1=C(C#N)C(c2ccccc2C)C(C(=O)OC)C(=O)N1 (stereo not drawn)
    -10 | 0% | ? | -8 | 6% | -7%
56: CN(C)c1ccc(/C=N/NC(=O)c2cc(=O)[nH]c3ccccc23)cc1
    -13 | 4% | 27% | -3 | 0% | 0%
57: COc1cc(/C=C2\C(=O)N(CCC#N)N=C2C)ccc1OCC(=O)Nc1ccccc1
    66* | 2% | 11% | 63* | 3% | 19%
58: Cc1ccc(S(=O)(=O)CCC(=O)OCC(=O)N(Cc2ccccc2)C(C)C)cc1
    . | . | 25% | . | 10% | -1%
59: CCN(CC)C(=O)CSc1nc2ccccc2c(=O)n1CCC(=O)N1CCN(c2ccccc2)CC1
    -3 | 2% | ? | -7 | -10% | ?
60: COc1cccc(N2CCN(C(=O)CN3C(=O)NC(C)(c4ccc5ccccc5c4)C3=O)CC2)c1 (stereo not drawn)
    . | . | ? | . | 11µM* | ?
61: CC1(C)CCCN(C(=O)c2coc(=O)c(Br)c2)C1
    8 | 2% | -10% | 2 | 6% | ?
62: COc1ccc(N2CCN(C(=O)COc3cccc4ccccc34)CC2)cc1
    -3 | . | ? | -4 | 2% | -9%

Ordered by molecular weight (high to low): part of the list above.
Values in the order – Shiga inhibitor | Giardia FBPA inh | Pf growth 96h | CHX counter | HCV inh | Pf growth 48h
55: CCCSC1=C(C#N)C(c2ccccc2C)C(C(=O)OC)C(=O)N1 (stereo not drawn)
    -10 | 0% | ? | -8 | 6% | -7%
61: CC1(C)CCCN(C(=O)c2coc(=O)c(Br)c2)C1
    8 | 2% | -10% | 2 | 6% | ?
54: COc1ccc(Cl)cc1NC(=O)CN(C)C1CCCCC1
    15 | -2% | ? | 2 | ? | ?

The order is random. About 24% of those tested had a hit in this group.
